PPARg SRC1 recr: promotes SRC-1 coactivator recruitment by human PPARgamma; PPARgamma-SRC-1 coactivator recruitment biochemical assay; AID 631; activation, % at 8 µM; 200,000 tested, 0.41% active; P37231; in the data active means activation above about 19%;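 further: 0% = DMSO and 100% = reference agonist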
TR-FRET SRC-2 ct: TR-FRET artefact, counter-screen to PPARgamma/SRC-2 agonist assay. stronger effect = higher value. TR-FRET ratio at 8 µM. 200,000 tested, 0.4% active; in the data active means TR-FRET ratio above about 2000; further: inactives centre near 1500
bIAP inh: intestinal alkaline phosphatase (bovine) inhibition. inhibition, % at 20 µM. 190,000 tested, under 10 active. purified bovine IAP, CDP-star luminescence, 30 min. AID 1019;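 active means over 50% inhibition of intestinal alkaline phosphatase at 20 µM in the single-dose screen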
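test system = bovine IAP enzyme | medium = DEA buffer 100 mM, pH 9.8, with MgCl2 1.0 mM, ZnCl2 0.02 mM | detection = luminescence | dosing = single compound dose of 20 µM, 2% DMSO final | incubation = 30 min reaction at room temperature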
STAT3 activator: activators of IL-6 induced STAT3 signaling | U3A cells, IL-6 STAT3-luciferase reporter, luminescence; 100% = signal with IL-6 EC80 alone | activation (% of control), % at 5.6 µM | 190,000 tested, 0.91% active | AID 871;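 active means activation above the screen-wide mean of compound activation plus 3 SD, cut at about 130% in these data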;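 further: 0% = background luminescence of wells with medium and substrate only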
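system = STAT3-luciferase reporter U3A cells | reagent = IL-6 stimulus at 33 ng/mL final | timing = 1 h compound pre-exposure, 6 h IL-6 stimulation, 37 °C | measured by = luminescence | evaluation = % activation versus median of IL-6-stimulated wells | control set = IL-6-only wells as 100% reference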
STAT1 inh: reduces IFN-gamma driven STAT1 reporter signal; NIH 3T3 STAT1-luciferase reporter, luminescence; inhibition, % at 5.5 µM; 200,000 tested, 0.35% active; AID 920;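 active means inhibition above a set limit, the mean inhibition across all tested compounds plus 3 SD, cut at about 34% in these data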;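 further: 0% = IFN-gamma with DMSO and 100% = IFN-gamma with 300 µM nifuroxazide; values of inactives mirror those of a sister screen read the other way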
TNAP act hi DEA: activators of human TNAP at high phosphate acceptor concentration | AID 1136 | activation factor at 20 µM | 200,000 tested, under 10 active | purified TNAP, CDP-star luminescence, 1 M DEA, 30 min; stronger effect = higher value; 0 = EDTA background, 1 = DMSO-only activity;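 active means activation factor at least 2 at 20 µM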
Target sequence (P05186 whole entry, looked up): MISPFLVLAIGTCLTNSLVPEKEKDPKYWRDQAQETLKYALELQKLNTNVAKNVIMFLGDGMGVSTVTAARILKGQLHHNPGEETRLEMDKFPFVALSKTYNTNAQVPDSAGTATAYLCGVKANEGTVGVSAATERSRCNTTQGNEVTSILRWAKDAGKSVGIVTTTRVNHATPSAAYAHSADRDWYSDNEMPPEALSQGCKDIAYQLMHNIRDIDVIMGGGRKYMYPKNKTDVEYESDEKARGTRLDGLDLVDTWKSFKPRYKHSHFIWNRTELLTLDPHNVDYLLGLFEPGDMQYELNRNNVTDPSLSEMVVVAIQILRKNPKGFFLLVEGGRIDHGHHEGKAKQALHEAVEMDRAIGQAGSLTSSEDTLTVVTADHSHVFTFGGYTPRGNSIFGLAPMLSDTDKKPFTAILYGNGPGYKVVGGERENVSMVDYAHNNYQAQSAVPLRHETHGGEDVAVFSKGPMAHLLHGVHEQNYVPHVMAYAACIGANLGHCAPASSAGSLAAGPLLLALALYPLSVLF
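Measured by: Luminescent substrate turnover signal | Test system: Human TNAP | Input: TNAP 1/800 final | Dosing: 20 µM single point | Schedule: 30 min, room temperature | Controls: EDTA wells as negative control, DMSO wells as positive control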
bIAP activator: intestinal alkaline phosphatase (bovine) activation; 200,000 tested, 0.17% active; purified bovine IAP, CDP-star luminescence, 30 min; stronger effect = higher value; fold of DMSO-control signal, blank-subtracted; AID 1016; activation factor at 20 µM;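 active means activation factor of 2 or more at 20 µM, a signal rise over negative controls twice the positive control's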
ROMK mod: modulators of human ROMK potassium channel. P48048. Tet-inducible ROMK, thallium flux fluorescence; actives lie on both sides. B-score at 10 µM. 130,000 tested, 2% active. AID 1918;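 active means signal ratio slope over the read window, or its plate-corrected B-score, at least 3 SD from the plate mean, either direction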;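 further: B-score of the F/F0 ratio slope over 7 to 12 s after thallium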
Target sequence (P48048 whole entry, looked up): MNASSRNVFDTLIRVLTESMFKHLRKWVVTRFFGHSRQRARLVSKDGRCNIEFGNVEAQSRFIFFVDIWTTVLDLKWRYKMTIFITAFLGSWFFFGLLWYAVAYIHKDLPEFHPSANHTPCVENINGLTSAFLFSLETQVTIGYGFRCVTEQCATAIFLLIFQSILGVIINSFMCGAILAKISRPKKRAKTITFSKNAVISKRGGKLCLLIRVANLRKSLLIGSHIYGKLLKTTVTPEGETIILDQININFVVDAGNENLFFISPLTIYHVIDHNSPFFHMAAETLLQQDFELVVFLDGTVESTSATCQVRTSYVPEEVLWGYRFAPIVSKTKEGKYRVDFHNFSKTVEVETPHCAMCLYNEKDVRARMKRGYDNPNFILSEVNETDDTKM
PPARg SRC-2 ag: promotes SRC-2 coactivator recruitment by human PPARgamma | activation, % at 8 µM | 200,000 tested, 0.34% active | AID 1032 | PPARgamma LBD-SRC-2 recruitment, biochemical; in the data active means activation above about 22%;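 further: 0% = vehicle and 100% = reference agonist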
PPARg SRC-3 ag: promotes SRC-3 coactivator recruitment by human PPARgamma | biochemical PPARgamma/SRC-3 coactivator recruitment assay | activation, % at 8 µM | 200,000 tested, 0.26% active | AID 731; in the data active means activation above about 23%;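 further: 0% = DMSO and 100% = reference agonist; some compounds past the cut are filed as inactive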
STAT3 blocker: STAT3 signaling inhibition | U3A cells, IL-6 STAT3-luciferase reporter, luminescence; host cell line lacks STAT1 | inhibition, % at 5.5 µM | 190,000 tested, 0.89% active | AID 862;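 active means inhibition above the mean inhibition across all screened compounds plus 3 SD, cut at about 44% in these data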;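 further: 0% = DMSO only wells and 100% = 100 µM nifuroxazide control wells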
* marks the source's active call; other numbers are inactive results; / = not tested or not shown.

molecule,bIAP inh,PPARg SRC-2 ag,PPARg SRC-3 ag,TNAP act hi DEA,PPARg SRC1 recr,ROMK mod,STAT3 blocker,STAT1 inh,STAT3 activator,TR-FRET SRC-2 ct,bIAP activator
CCc1nnc(NS(=O)(=O)c2ccc(NC(=S)NC(=O)/C=C/c3cccs3)cc2)s1,6,4,23*,1.1,2,2,9,-11,94,1436,0.9
O=C(NCc1ccncc1)Nc1cc(Cl)ccc1Cl,1,6,3,1.1,4,1.3,17,6,95,1592,1
OC(c1ccc(Cl)cc1)c1nnc(-c2ccccc2)o1 (stereo unspecified),24,9,7,1.1,12,-0.87,18,-1,86,1418,0.8
COc1ccc(C(=O)NC(=S)NNC(=O)CCc2ccccc2)cc1,4,-3,5,1,0,/,2,-3,107,1581,1
CCCc1noc2c1/C(=N\O)CC(c1ccccc1)C2 (stereo unspecified),-3,2,-23,1,-5,/,29,-10,77,1361,1
CC1OC(C)(C)OC1C1CNc2nc(NC(=O)C(C)(C)C)[nH]c(=O)c2N1C(=O)c1cccnc1 (stereo unspecified),17,-5,-2,1,-1,/,1,4,98,1471,0.8
Cc1onc(-c2ccccc2)c1C(=O)N/N=C/c1cc2c(cc1Cl)OCO2,9,6,-1,1.1,2,-0.44,3,2,97,1767,0.9
O=C(COC(=O)c1cncc(Br)c1)NCc1ccc(F)cc1,2,-1,-4,1,2,-0.52,4,1,102,1716,1
CCOc1ccc2sc(NS(=O)(=O)c3ccc(OC)c(OC)c3)nc2c1,2,7,-9,1,3,0.3,4,0,96,1603,1
COc1ccc(-c2cc(C(F)F)n3ncc(C(=O)NCCCN4CCCC4=O)c3n2)cc1,4,4,4,1,1,/,5,-8,96,1520,1
CN/N=C/c1ccc(C#N)cc1,1,1,1,1,1,0.48,6,5,102,1633,1
COc1ccc(NC(=O)c2ccc(-n3nc(C)cc3C)cc2)cc1OC,-2,5,12,1,8,/,15,3,91,1647,1
CCN(c1ccccc1)S(=O)(=O)c1ccc(N)cc1,13,0,-2,1.1,-2,/,6,-5,103,1511,0.9
O=C(Nc1ccnc(-c2ccncc2)n1)c1ccc(Cl)cc1,0,-1,-3,1.1,-1,1.2,6,1,97,1430,1
Cc1cnc(C(=O)OCC(=O)NCc2ccccc2)cn1,17,3,3,1,-3,/,2,3,102,1556,0.8
Cc1cc(C)c(C#N)c(OCC(=O)c2ccccc2)n1,13,21,3,1.1,4,-0.7,-19,-1,119,1606,0.9
CCCC(C(=O)NC1CCCCC1)N(CC1CCCO1)C(=O)CNS(=O)(=O)c1ccc(F)cc1 (stereo unspecified),-12,15,-1,1.1,2,/,14,3,91,1644,1.1
CCN(CC)C(=O)C1=C(C)NC(=O)NC1c1ccccc1F (stereo unspecified),8,1,-12,1,3,/,0,-3,102,1289,0.9
Cc1cccc2cc(CN(Cc3nnnn3Cc3ccco3)C3CCCC3)c3nnnn3c12,-6,-4,-11,1,-7,/,-4,0,107,1436,1.1
CN(Cc1ccccc1)S(=O)(=O)c1ccc2c(c1)n(C)c(=O)n2C,7,9,-9,1.1,0,/,7,-2,97,1450,0.9
Cc1cccc(C)c1NC(=O)COC(=O)Cc1ccsc1,-5,-5,2,1,2,-0.07,4,-6,95,1689,1.1
COc1ccccc1OCc1ccc(C(=O)N2CCN3CCCC3C2)cc1 (stereo unspecified),-3,-2,-3,1,-3,-0.28,4,1,96,1635,1
COc1ccc(/C=N/N=C/c2ccc(OC)c(OC)c2)cc1OC,4,5,-6,1,7,/,-1,4,107,1494,1
O=C(Nc1cccn(Cc2ccccc2Cl)c1=O)NC1CCCCC1,3,0,6,1,0,1.4,15,11,89,1558,1
COc1ccc(Cl)cc1S(=O)(=O)NCc1cccnc1,7,4,-3,1,0,-0.037,3,-5,102,1568,0.9
CC(C)Cn1c(SCC(=O)c2c(N)n(C)c(=O)n(C)c2=O)nc2ccccc21,7,13,3,1,6,/,5,4,104,1634,0.9
N#CC1=C(N)SC(N)=C(C#N)C1c1ccc(C(F)(F)F)cc1,-2,13,10,1,16,-3.5*,2,0,102,1687,1
CCOC(=O)NC(=O)COC(=O)c1cccc2ccccc12,-7,2,2,1,2,0.39,24,5,82,1541,1.1
O=C(NCCNC(=O)C(c1ccccc1)c1ccccc1)c1ccco1,-3,0,2,1.1,-1,/,-2,1,106,1501,1
Cc1ccc(C2=N/C(=C\c3c(C)nn(-c4ccccc4)c3N3CCCC3)C(=O)O2)cc1,5,11,4,1,5,-0.62,6,8,96,1466,0.9
COc1ccc(N2CCN(C(=O)CCS(=O)(=O)c3cccc4nsnc34)CC2)cc1,12,-4,2,1,-4,/,-2,7,100,1471,0.9
Cc1cccc(OCCCC(=O)Nc2ccc(Br)cc2)c1,11,4,4,1,6,/,4,-2,105,1664,0.9
CN(CCCCCCCCC(=O)/C=N/O)Cc1ccccc1,-12,5,0,1,6,-0.14,4,-7,102,1594,1.1
CCO[C@H]1OC(C(=O)N2CCN(C)CC2)=C[C@@H](C(C)(C)C)[C@@H]1CCCO,0,1,4,1,0,/,/,5,/,1621,1
Cc1ccc(OCCNC(=O)c2cc(C(=O)NCCOc3ccc(C)cc3)cc([N+](=O)[O-])c2)cc1,9,11,7,1,4,-1.1,-9,0,105,1558,0.9
Cn1c(=O)c2c(nc(Cl)n2Cc2ccncc2)n(C)c1=O,-6,8,5,1,10,0.5,8,3,97,1741,1.1
C=C(C)Cn1c(COc2ccccc2)nnc1SCC(=O)O,6,10,16,1,2,0.94,-7,4,107,1548,0.9
COc1ccc(/C=C2\CN(Cc3ccccc3)C/C(=C\c3ccc(OC)cc3)C2=O)cc1,2,8,1,1,3,/,5,5,95,1633,1
Cc1ccc(Oc2ccc(-c3nnc(-c4ccccc4)o3)cc2[N+](=O)[O-])cc1C,-15,-4,-1,1,-6,/,-4,-12,103,1713,1.2
Cc1cc(C)c2nc3nc(C)c(C)cc3c(N)c2c1,5,-1,0,1,2,-1.5,-19,-46,122,1562,0.9
Cc1ccccc1Nc1ncccc1C(=O)N1CCOCC1,4,9,5,1,2,/,1,-6,100,1644,1
CCSc1ccccc1C(=O)NCCCn1ccnc1,-1,-10,2,1,-3,/,1,9,102,1482,1
O=S(=O)(NC1c2cccc3cccc(c23)C1N1CCN(CCO)CC1)c1ccccc1 (stereo unspecified),-8,-5,-11,1.1,4,-2.1,-30,-1,134*,1364,1.1
CCOC(=O)C(C)Sc1nc(-c2cccs2)ccc1C#N (stereo unspecified),13,-1,-5,1,5,0.76,-9,3,112,1779,0.9
CCOC(=O)N1CCC(Nc2cc(C)nc3c(-c4ccccc4OC)c(C)nn23)CC1,1,6,8,1,6,/,-2,18,101,1495,1
COc1ccc(C2=NN(C(=O)CSc3ncccn3)C(c3ccc(OC)cc3)C2)cc1 (stereo unspecified),8,5,-1,1,8,/,-11,-1,105,1601,0.9
CCNC(=O)COC(=O)c1cc(=O)[nH]c2ccccc12,-6,8,7,1,13,/,0,3,103,1613,1.1
O=C(c1nc2ccc(Cl)cn2c1CNCC[C@@H]1C[C@@H]2C=C[C@H]1C2)N1CCCCCCC1,-4,7,4,1,6,/,-8,-2,114,1530,1
O=C(CCN1C(=O)c2ccccc2C1=O)Nc1cccc(F)c1,12,3,10,1,8,0.49,37,1,72,1688,0.9
CCOC(=O)CSC1=C(C#N)C(c2ccccc2OCC)C(C(=O)OCC)C(=O)N1 (stereo unspecified),-3,-2,-9,1,2,-0.58,1,-7,104,1532,1
O=C(c1ccc2c(c1)OCO2)N1CCN=C1SCc1ccccc1,8,-4,7,1,4,/,8,2,93,1634,0.9
COc1ccc(-c2nc(C)ncc2-c2csc(C)n2)c(O)c1,9,8,0,1,2,-0.54,-2,-1,105,1585,0.9
C=CCOc1ccc(CNc2nccs2)cc1OCC,8,5,13,1,0,/,0,2,103,1516,0.9
C/C(=N/NC(=O)CNC(=O)COc1ccccc1)c1ccco1,38,-6,-2,1,-1,-0.14,-4,1,106,1473,0.6
CC1(C)CC(OC(=O)c2ccccc2)CC(C)(C)N1,-3,-3,-1,1,0,-0.43,8,0,93,1402,1
COc1ccc(CNC(=O)c2cnc(C)cn2)c(OC)c1,-4,0,3,1.1,-8,1.6,5,1,100,1493,1
CC1CCc2c(sc(NC(=O)CSc3nc4c(c(C(F)(F)F)n3)CCc3ccccc3-4)c2C(N)=O)C1 (stereo unspecified),24,5,1,1,1,/,1,6,99,1451,0.8
COc1ccc(C(=O)Nc2cc(C)on2)cc1[N+](=O)[O-],0,-2,0,1,4,/,18,-8,88,1459,1
O=C(NCc1ccc2c(c1)OCO2)c1cnc2ccccn2c1=O,8,-1,-7,1,-7,/,-1,-5,107,1406,0.9
CCOC(=O)C1=C(C)NC(C)=C(C(=O)OCC)C1c1ccc(O)cc1,2,-7,11,1,6,-0.0093,4,11,100,1580,1

(cont.)
molecule,bIAP inh,PPARg SRC-2 ag,PPARg SRC-3 ag,TNAP act hi DEA,PPARg SRC1 recr,ROMK mod,STAT3 blocker,STAT1 inh,STAT3 activator,TR-FRET SRC-2 ct,bIAP activator
O=C(NCCN1CCOCC1)c1cc(Cl)ccc1[N+](=O)[O-],13,0,1,1,-1,/,0,-9,100,1632,0.9
C/C(=N\NC(=O)CSc1nc(C)cc(C)n1)c1ccc2c(c1)OCCO2,4,9,4,1.1,6,0.21,-4,-14,107,1683,1
COc1ccc(C(=O)CSc2n[nH]c(C)n2)cc1[N+](=O)[O-],-38,5,0,1.1,-1,0.95,10,-2,96,1505,1.4
Cn1nc(C(F)(F)F)c(C#N)c1N1CCN(c2ccccc2)CC1,0,-5,3,1,0,-3.1*,33,8,76,1548,1
COc1cc(C(=S)N2CCC(C(N)=O)CC2)ccc1O,10,3,5,1,2,0.18,-2,-2,104,1654,0.9
O=C(COC(=O)C1CCCN1C(=O)c1cccs1)c1ccccc1 (stereo unspecified),8,0,2,1.1,8,/,4,6,100,1493,0.9

Reformatted: 3 of the compounds above.
COc1ccc(CNC(=O)c2cnc(C)cn2)c(OC)c1
- bIAP inh: -4
- PPARg SRC-2 ag: 0
- PPARg SRC-3 ag: 3
- TNAP act hi DEA: 1.1
- PPARg SRC1 recr: -8
- ROMK mod: 1.6
- STAT3 blocker: 5
- STAT1 inh: 1
- STAT3 activator: 100
- TR-FRET SRC-2 ct: 1493
- bIAP activator: 1
CC1CCc2c(sc(NC(=O)CSc3nc4c(c(C(F)(F)F)n3)CCc3ccccc3-4)c2C(N)=O)C1 (stereo unspecified)
- bIAP inh: 24
- PPARg SRC-2 ag: 5
- PPARg SRC-3 ag: 1
- TNAP act hi DEA: 1
- PPARg SRC1 recr: 1
- ROMK mod: /
- STAT3 blocker: 1
- STAT1 inh: 6
- STAT3 activator: 99
- TR-FRET SRC-2 ct: 1451
- bIAP activator: 0.8
COc1ccc(C(=O)Nc2cc(C)on2)cc1[N+](=O)[O-]
- bIAP inh: 0
- PPARg SRC-2 ag: -2
- PPARg SRC-3 ag: 0
- TNAP act hi DEA: 1
- PPARg SRC1 recr: 4
- ROMK mod: /
- STAT3 blocker: 18
- STAT1 inh: -8
- STAT3 activator: 88
- TR-FRET SRC-2 ct: 1459
- bIAP activator: 1

Random draw from the library; any-hit rate near 3.7%.
